OX1R antag – antagonists of human orexin 1 receptor (OX1R); OX1R-expressing cells, FRET antagonist read-out; inhibition, % at 6.6 µM; actives 1.8% (n = 330,000); AID 485270; in the data active means inhibition mostly above about 38%, no sharp cut-off; inactive means mostly below about 40%;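 further: 0% = agonist challenge alone and 100% = reference antagonist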
STK33 kinase inh – human STK33 kinase inhibition; Q9BYT3; purified STK33, MBP phosphorylation, ADP-Glo luminescence; inhibition, % at 10 µM; actives 0.073% (n = 320,000); AID 2661;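 active means inhibition at or above 25%, using the most active replicate where run in duplicate; inactive means inhibition below 25%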
KCNQ2 inh – KCNQ2 potassium channel inhibitors, primary screen, cell-based, CHO-K1, FluxOR thallium flux, B-score (AID 2156) | B-score at 10 µM | actives 1.1% (n = 310,000) | 20 min; hits give low values;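 active means fluorescence ratio B-score at most minus 3 library SDs, with starting brightness B-score within 2 library SDs, cut at about -5.5 in these data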
Target sequence (O88943 whole entry, looked up): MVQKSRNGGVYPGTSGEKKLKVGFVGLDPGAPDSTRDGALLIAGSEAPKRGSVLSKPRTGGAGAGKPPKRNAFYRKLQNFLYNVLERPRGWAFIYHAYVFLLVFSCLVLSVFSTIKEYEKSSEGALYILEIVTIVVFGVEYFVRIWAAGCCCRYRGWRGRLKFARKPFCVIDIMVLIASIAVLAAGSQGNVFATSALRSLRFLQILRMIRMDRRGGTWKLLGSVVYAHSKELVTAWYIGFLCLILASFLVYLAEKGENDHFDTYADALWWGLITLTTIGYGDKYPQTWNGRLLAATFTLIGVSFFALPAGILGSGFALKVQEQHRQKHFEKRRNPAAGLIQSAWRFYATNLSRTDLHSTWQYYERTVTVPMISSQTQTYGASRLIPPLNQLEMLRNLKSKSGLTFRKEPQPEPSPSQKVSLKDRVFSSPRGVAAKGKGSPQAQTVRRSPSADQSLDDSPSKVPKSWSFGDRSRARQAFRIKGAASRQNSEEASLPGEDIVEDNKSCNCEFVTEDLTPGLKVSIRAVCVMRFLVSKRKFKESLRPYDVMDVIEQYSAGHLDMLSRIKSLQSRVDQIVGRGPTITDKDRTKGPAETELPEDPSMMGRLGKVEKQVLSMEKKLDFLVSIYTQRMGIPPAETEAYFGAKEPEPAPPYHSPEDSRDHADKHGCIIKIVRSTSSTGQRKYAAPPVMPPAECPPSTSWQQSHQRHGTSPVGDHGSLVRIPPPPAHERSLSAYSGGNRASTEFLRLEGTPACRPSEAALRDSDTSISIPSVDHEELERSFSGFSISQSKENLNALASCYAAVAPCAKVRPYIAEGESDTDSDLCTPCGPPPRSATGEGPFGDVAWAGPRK
Starred values were filed as active, the others as inactive; i = inactive; . = no result given; & = joins results of further samples; ! = a repeat was not active.

canonical_smiles	STK33 kinase inh	OX1R antag	KCNQ2 inh
CCOC(=O)C1CCN(C(=O)c2ccc(N(C)S(C)(=O)=O)cc2)CC1	-3.4	11	i
O=C1NC(C(F)(F)F)(C(F)(F)F)N=C2SC=CN12	-1.8	13	i
Cc1[nH]c2ccc(Cl)cc2c(=O)c1CN1CCCC1	0.6	6	i
CS(=O)(=O)c1cccc(-c2nnc(NC(=O)c3ccc4ncsc4c3)o2)c1	-0.5	15	i
CCN(CC)S(=O)(=O)c1ccc(NC(=O)CNC2CCCCC2)cc1	2.0	-15	i
Cc1nn(Cc2ccccc2)c(Cl)c1C(=O)OCC#N	-0.3	0	i
CN(CCOc1ccccc1)CC(=O)Nc1ccc([N+](=O)[O-])cc1Cl	-2.1	22	i
O=C(CN1C(=O)C(=O)N(C2CCCC2)C1=O)Nc1cc(Cl)ccc1[N+](=O)[O-]	-2.0	16	.
O=C(O)C[C@]1(C(=O)Nc2ccc(F)cc2)CC(/C=C/c2ccccc2)=NO1	-5.6	13	i
COc1ccc(CC2(CO)CCN(S(=O)(=O)c3sccc3C)CC2)cc1	-0.2	15	i

Reformatted with values ahead of the structure: entries from further up.
STK33 kinase inh,OX1R antag,KCNQ2 inh,SMILES
-0.5,15,i,CS(=O)(=O)c1cccc(-c2nnc(NC(=O)c3ccc4ncsc4c3)o2)c1
2.0,-15,i,CCN(CC)S(=O)(=O)c1ccc(NC(=O)CNC2CCCCC2)cc1
-0.3,0,i,Cc1nn(Cc2ccccc2)c(Cl)c1C(=O)OCC#N
-2.1,22,i,CN(CCOc1ccccc1)CC(=O)Nc1ccc([N+](=O)[O-])cc1Cl
-2.0,16,.,O=C(CN1C(=O)C(=O)N(C2CCCC2)C1=O)Nc1cc(Cl)ccc1[N+](=O)[O-]
-5.6,13,i,O=C(O)C[C@]1(C(=O)Nc2ccc(F)cc2)CC(/C=C/c2ccccc2)=NO1
-0.2,15,i,COc1ccc(CC2(CO)CCN(S(=O)(=O)c3sccc3C)CC2)cc1

The listing continues.
canonical_smiles	STK33 kinase inh	OX1R antag	KCNQ2 inh
O=C(C1=C[C@H](c2coc3ccccc3c2=O)C[C@H](OCCCCO)O1)N1CCN(Cc2ccc3c(c2)OCO3)CC1	7.8	6	i
COc1cc(C(=O)NCCNc2nc3ccc(C)cc3cc2C#N)cc(OC)c1OC	-1.8	37	i
COc1ccc(NCc2nc3ccccc3n2C)cc1	0.5	6	i
Cc1cccc(-c2nnc(NC(=O)c3ccc(Cl)cc3)o2)c1	0.8	14	i
CCN(CC)S(=O)(=O)c1ccc(C)c(C(=O)Oc2cccc(-c3cnc4ccccc4n3)c2)c1	-0.9	10	i
Cc1ccc(CN2C(=O)NC(Cc3c[nH]c4ccccc34)C2=O)cc1 (stereo not drawn)	-1.4	17	i
COc1cccc(C2=NOC(C(=O)NCCN3CCOCC3)C2)c1 (stereo not drawn)	-0.9	11	i
O=C(/C=C/c1ccc(Cl)cc1Cl)Nc1cccc(S(=O)(=O)NC2=NCCC2)c1	-0.1	21	i
O=C(OCC(=O)c1ccco1)c1ccc2ncsc2c1	2.5	-1	i
CC(C)(C)Nc1nc(NCc2cccnc2)nc(N2CCOCC2)n1	-0.7	23	i
COc1cc(CCC(=O)OCC(=O)Nc2ccccc2F)cc(OC)c1OC	-1.0	12	i
Cc1ccc(-n2nc3c(c2NC(=O)c2ccco2)CS(=O)C3)c(C)c1 (stereo not drawn)	-1.4	15	i
COc1cccc(C(=O)NCC(=O)N2CCC3(CC2)NCCc2[nH]cnc23)c1OC	-0.3	0	i
Cc1cc(C)n2cc(-c3ccc(Cl)cc3)c(C(=O)O)c2n1	0.1	19	i
O=C(N=C1c2ccccc2CN1c1ccc(F)c(Cl)c1)c1cccnc1Cl	-0.1	5	i
Cc1oc(-c2ccccc2Cl)nc1CS(=O)(=O)CC(=O)N1CCOCC1	-0.9	7	i
O=c1c(C(c2c(O)nc3n(c2=O)CCS3)c2cccc3ccccc23)c(O)nc2n1CCS2	-0.8	12	i
O=C(Cn1c[n+](CC(=O)c2ccc([N+](=O)[O-])cc2)cn1)c1ccc([N+](=O)[O-])cc1	1.4&-1.3	41*!	i
COc1ccc(N(CC(=O)NCCC2=CCCCC2)S(=O)(=O)c2ccccc2)cc1	-1.1	27	i
COCCNC(=O)Cn1cc(/C=C(\C#N)C(=O)NC2CCCC2)c2ccccc21	0.0	4	i
Cc1cccc(C(=O)NCC(=O)OCC(=O)N2CCN(S(=O)(=O)c3ccc(C)cc3C)CC2)c1	-1.3	-1	.
O=[N+]([O-])c1ccccc1/C=C/C=N/n1c(-c2ccco2)n[nH]c1=S	-2.0	28	i
Cc1cc(NC(=O)CSc2cc(C)c3ccccc3n2)no1	-1.0	27	.
CCc1ccc(NC(=O)c2ccc(OC)c([N+](=O)[O-])c2)cc1	-1.9	20	i
C=CCSc1nnc(N2C(=O)C(O)=C(C(=O)c3ccco3)C2c2ccc(F)cc2)s1 (stereo not drawn)	-0.4	8	i
CCCCCn1c(SCC#N)nc2cc(C(=O)NCC3CCCO3)ccc2c1=O (stereo not drawn)	-1.3	11	i
C=CCn1c(SCC(=O)Nc2ccc(F)cc2)nc2cc(C(=O)O)ccc2c1=O	16	2	i
Cc1cc(Cl)c(OCCCNCc2ccccc2)c(Br)c1	3.4	14	i
Cc1ccccc1NC1=NS(=O)(=O)c2ccccc21	-1.6	15	i
Cc1ccc(C)c(N=Nc2ccc(O)c3ncccc23)c1	-1.0	15	i
O=c1oc2c(CN3CCOCC3)c(O)ccc2c2c1CCCC2	0.9	27	i
COc1cc(CC(=O)NCC2COc3ccccc3O2)cc(OC)c1OC (stereo not drawn)	0.2	1	i
COc1cc(SC)ccc1C(=O)NCCNC(=O)c1nonc1N	-1.8	1	i
O=C1NN(c2cccc(Br)c2)C(=O)/C1=C/c1cccs1	-0.7	3	i
COc1ccc(C(=O)O/N=C(\N)c2ccccc2)c(OC)c1	5.6	16	i
CCCCCCCn1c(=N)n(CC(O)c2ccco2)c2ccccc21 (stereo not drawn)	0.4	13	i
COc1ccc(S(=O)(=O)N2CCOCC2)cc1NC(=O)Cc1coc2cc(C)c(C)cc12	0.5	13	i
O=C(Cc1cccc2ccccc12)Nc1ccc(OC(F)F)c(Cl)c1	-0.8	12	i
Cc1ccccc1C(=O)NC(=S)NCc1cccnc1	-1.9	20	i
COc1ccccc1CNc1ncccc1[N+](=O)[O-]	-1.7	1	i
O=c1[nH]c(=O)n(Cc2ccccc2)c2nc(-c3ccc(Oc4ccc(F)cc4)c([N+](=O)[O-])c3)n(CCO)c12	-0.2	-7	i
CC(=O)Nc1ccc(S(=O)(=O)N(C)CC(=O)OCC(=O)N(C)C2CCS(=O)(=O)C2)cc1 (stereo not drawn)	7.0	17	i
CC(C)c1c(O)nc(SCCC(=O)O)[nH]c1=O	-0.2	13	i
Cc1ccccc1NC(=O)n1ncc2cc(Cl)ccc21	0.6	-6	i
O=Cc1c(Sc2ccccn2)nc2ccccn2c1=O	-0.1	96*	i
O=C(O)c1ccc(N2CCCCS2(=O)=O)cc1	-0.2	9	i
N=c1n(Cc2ccccc2Cl)c2ccccc2n1CC(O)c1ccco1 (stereo not drawn)	-1.0	21	i
O=C(CN1C(=O)c2ccccc2C1=O)Nc1cccc([N+](=O)[O-])c1	-2.7	10	i
O=C(NCCc1ccccc1)C(=O)c1cn(CC(=O)N2CCCC2)c2ccccc12	1.0	28	i
COC(=O)Cc1ccc(NC(=S)N2CCN(C(=O)C3CCCO3)CC2)cc1 (stereo not drawn)	-0.7	10	i

Continued.
canonical_smiles	STK33 kinase inh	OX1R antag	KCNQ2 inh
N#CC1=C(N)Oc2c(ccc3cccnc23)C1c1ccncc1 (stereo not drawn)	0.1	30	i
Cc1oc(C(N)=O)cc1COc1ccc(C(N)=O)cc1	-0.2	-3	i
O=C(O)C1C2CCC(C2)C1C(=O)Nc1nc2ccccc2s1 (stereo not drawn)	-1.4	7	i
CC(=O)Nc1ccc(SC[C@H](Cc2ccccc2)N2CC[C@@H](O)CCC2=O)cc1	0.5	5	.
Cc1ccc(S(=O)(=O)N2CCN(CCNC(=O)C(=O)NCc3ccccc3)CC2)cc1	-2.8	14	i
O=C(NC(O)C(=O)c1ccc(F)cc1)c1ccc(F)cc1 (stereo not drawn)	-0.5	2	i
CC1(C)Cc2c(c(N3CCOCC3)nc3snc(Br)c23)CO1	-1.0	14	i
O=C(CCS(=O)(=O)c1ccccc1)NC12CC3CC(CC(C3)C1)C2	-0.8	14	i
Cc1cc2c(c(SCC(N)=O)n1)C(=O)OC2	-1.4	9	i
Cc1nnc(SCC(=O)NC2CCCC2)s1	-1.4	20	i
O=C(Cc1cccs1)Nc1ccccn1	-2.4	17	i
CCOc1ccc(Br)cc1S(=O)(=O)N1CCCN(C)CC1	0.2	4	i
COc1ccc(CN2CCN(Cc3cn(C)nc3-c3ccccc3)CC2CCO)c(C)c1C (stereo not drawn)	-0.5	7	i
Cc1cccc(C(=O)Nc2nnc(SCC(=O)Nc3ccc4c(c3)oc3ccccc34)s2)c1	-0.5	34	i
Cc1ccc(NC(CC(=O)c2ccccc2)c2ccc(F)cc2)cc1 (stereo not drawn)	-1.9	7	i
CC1CC(=O)N(c2ccc(NCCc3ccccc3)c([N+](=O)[O-])c2)C1=O (stereo not drawn)	-0.1	12	i
CCOC(=O)c1ccc(NC2=CC(=O)CC(c3ccco3)C2)cc1 (stereo not drawn)	-1.4	13	i
Cc1c(Cl)cccc1NC(=S)NCc1ccco1	-0.7	8	i
CCN(CC)C(=O)CSc1nnc(-c2ccncc2)n1N	0.0	9	i
CC1CN(C)C(c2ccccc2)C(C)C12NC(=O)NC2=O (stereo not drawn)	-1.3	6	i
Cc1nc2ccccc2c(C)c1CC(=O)N(CC(C)C)c1c(N)n(Cc2ccccc2)c(=O)[nH]c1=O	-1.7	5	i
COc1ccc(Br)cc1/C=N/NC(=O)C(c1ccncc1)N1CCOCC1 (stereo not drawn)	7.8	10	i
CC(=O)NC(c1cccc([N+](=O)[O-])c1)c1c(OC(C)=O)ccc2ccccc12 (stereo not drawn)	-0.7	1	i
O=S1(=O)CCN(Cc2ccccc2C(F)(F)F)CC1	-1.6	9	i
COc1ccc(O)c(/C=N/NC(=O)CSc2nnc(C)n2-c2ccccc2)c1	-1.1	17	i
Clc1ccccc1OCc1nc(-c2ccc(Br)o2)no1	-0.2	23	i
Cc1ccccc1-c1nc(CN(Cc2c(C)nn(C)c2C)C2CC2)c(C)o1	-0.5	10	i
CCCCc1n[nH]c(=S)n1Cc1ccccc1	-0.5	14	i
CC(=O)OCCn1c(Br)nc2c1c(=O)[nH]c(=O)n2C	-0.5	4	i
CCOC(=O)c1cnc(-n2nc(C)cc2C)nc1Nc1ccc(OC)cc1	-2.6	13	i

Given as labelled records: 4 of the compounds above
COc1ccc(O)c(/C=N/NC(=O)CSc2nnc(C)n2-c2ccccc2)c1
- STK33 kinase inh: -1.1
- OX1R antag: 17
- KCNQ2 inh: i

Clc1ccccc1OCc1nc(-c2ccc(Br)o2)no1
- STK33 kinase inh: -0.2
- OX1R antag: 23
- KCNQ2 inh: i

Cc1ccccc1-c1nc(CN(Cc2c(C)nn(C)c2C)C2CC2)c(C)o1
- STK33 kinase inh: -0.5
- OX1R antag: 10
- KCNQ2 inh: i

CCCCc1n[nH]c(=S)n1Cc1ccccc1
- STK33 kinase inh: -0.5
- OX1R antag: 14
- KCNQ2 inh: i

Later entries:
canonical_smiles	STK33 kinase inh	OX1R antag	KCNQ2 inh
C#CCOCCOCCOCCNc1nc(N2CCN(C(=O)CCCCCCCCCCNC(=O)Cn3cc(CCCCCN)nn3)CC2)nc(N2CCN(C(=O)CCCCCCCCCCNC(=O)[C@H](CO)n3cc(CCCCCN)nn3)CC2)n1	4.9	-14	.
Cc1cccc(N2CCN(C(=O)CCN3C(=S)NC(C)(C)CC3C)CC2)c1C (stereo not drawn)	-2.6	2	i
Cn1c(SCc2ccc(C(=O)Nc3nccs3)cc2)nnc1-c1ccccc1	-0.5	8	i
CC1Cc2nc(SCC(N)=O)n(Cc3ccccc3)c(=O)c2S1 (stereo not drawn)	-0.8	19	i
CCN(CC)S(=O)(=O)c1ccc(NCc2ccccc2)nc1	-0.1	19	i
O=C(N[C@@H]1CCC(=O)N(CC[C@H](Sc2ccc(Br)cc2)c2ccccc2)CC1)OCc1ccccc1	0.7	11	.
CCOc1ccc(S(=O)(=O)NC(C)C(=O)NCc2ccccn2)cc1 (stereo not drawn)	0.5	12	i
Cn1c(-c2ccccc2[N+](=O)[O-])[n+](C)c2ccccc21	0.6	8	i
CC(C)(C)NC(=O)COc1ccccc1C#N	-2.6	6	i
COc1cc(OC)cc(C(=O)N2CCN(Cc3ccccc3C(F)(F)F)CC2)c1	-0.8	9	i
CN(C)/C=N/c1cc(=O)[nH]c(=O)n1CC1CC1	-1.9	9	i
Cc1cc(C)cc(OCC(=O)N2CCc3ccccc3C2)c1	0.2	35	i
CCOc1ccc(C2/C(=C(/O)c3ccc4c(c3)CC(C)O4)C(=O)C(=O)N2CCCn2ccnc2)cc1 (stereo not drawn)	0.4	5	i
CCCC(C)c1nnc(NC(=O)C(=O)OCC)s1 (stereo not drawn)	-2.0	8	i
Cc1ccc(-n2nnc3c(=O)n(CC(=O)N4CCC(C)CC4)cnc32)cc1	0.0	4	i
COc1ccc(CCN(C(=O)c2cccc(F)c2)C2CC(=O)N(c3ccc(OC)cc3)C2=O)cc1 (stereo not drawn)	0.1	12	i
